# XBP1 UPR activ = adaptive UPR (XBP1) activation. CHO-XBP1 luciferase reporter, IRE1-XBP1 UPR activation, luminescence; percent of tunicamycin response, DMSO as zero. hit rate 0.33% among 330,000. activation, % at 20 µM. AID 463104;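 active = versus positive control, 20 µM dose yields 30% or more activation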;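 also: 100% = tunicamycin at 10 µg/mL and 0% = DMSO only wells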
#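 assay system = CHO-XBP1 luciferase reporter cells | amount = 1000 cells/well | buffer or medium = F12 plus 10% FBS | compound dosing = single point, 20 µM final compound, 1% DMSO | incubation = 16-18 h cell attachment at 37 °C, then 6 h compound exposure | detection = Steady-Glo luminescence read | controls = tunicamycin 10 µg/mL and vehicle-only wells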
# tim10-1 inh = tim10-1 yeast growth inhibition; S. cerevisiae tim10-1 ts strain growth, BacTiter-Glo, 24 h; inhibition, % at 20 µM; hit rate 2.2% among 330,000; AID 463190;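 active = inhibition of at least 40%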;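 also: mutant grown at 25 °C; 0% = DMSO wells with yeast and 100% = wells holding no yeast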
# tim23-1 inh = inhibits growth of tim23-1 mutant yeast; S. cerevisiae tim23-1 growth, BacTiter-Glo luminescence, 24 h; inhibition, % at 20 µM; hit rate 1.3% among 330,000; AID 463212;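 active = growth inhibition of the mutant yeast at or above 50%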;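 also: temperature-sensitive mutant grown at 25 °C; plate controls were DMSO-treated mutant yeast for no effect and medium wells lacking yeast for full effect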
# Mdm2-MdmX inh = human Mdm2/MdmX binding inhibition; O15151+Q00987; SaOS-2 split-luciferase Mdm2/MdmX complementation, luminescence; inhibition, % at 8 µM; hit rate 3% among 330,000; AID 485346;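 active = inhibition of at least 50% at 8 µM in the primary screen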
# TIM10 inh = inhibits growth of TIM10 yeast strain; S. cerevisiae TIM10 strain growth, BacTiter-Glo luminescence, 24 h; inhibition, % at 10 µM; hit rate 1.4% among 330,000; AID 463195;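 active = inhibition of 40% or more at the single tested concentration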;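 also: wild-type TIM10 isogenic control strain grown at permissive 25 °C; 0% = DMSO yeast wells and 100% = minimal medium wells without yeast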
# APJ agonist = APJ receptor agonism | hit rate 0.11% among 330,000 | CHO-K1 APJ PathHunter beta-arrestin, luminescence; 0% DMSO wells, 100% apelin | activation, % at 20 µM;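 active = activation more than six SD over the plate average, tested at 20 µM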;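 also: 0% = DMSO alone and 100% = apelin-13 at 10 nM; some results filed as inactive read as strong as hits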
# Target sequence (P35414 whole entry, looked up): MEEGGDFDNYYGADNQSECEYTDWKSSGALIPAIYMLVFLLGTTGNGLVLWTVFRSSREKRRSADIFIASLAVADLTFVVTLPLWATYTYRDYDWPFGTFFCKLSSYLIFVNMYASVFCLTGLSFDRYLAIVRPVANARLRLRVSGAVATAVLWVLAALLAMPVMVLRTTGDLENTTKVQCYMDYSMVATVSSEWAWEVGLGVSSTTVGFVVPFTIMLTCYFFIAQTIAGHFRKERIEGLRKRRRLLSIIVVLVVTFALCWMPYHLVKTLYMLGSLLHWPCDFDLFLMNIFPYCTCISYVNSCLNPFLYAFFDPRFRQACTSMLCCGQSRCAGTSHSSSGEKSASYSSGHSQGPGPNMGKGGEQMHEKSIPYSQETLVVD
#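 Material: engineered CHO-K1 APJ arrestin reporter cells; amount: 1000 CHO-K1 reporter cells seeded per well; incubation: compound stimulation 90 min at 25 °C, detection 60 min; signal: luminescent beta-gal fragment complementation, chemiluminescent substrate; read-out basis: APJ agonist activity; controls: DMSO-only wells as negative, 10 nM Apelin-13 as positive control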
# APJ antag = antagonists of human APJ apelin receptor; CHO-K1 APJ beta-arrestin complementation, luminescence; AID 2521; P35414; inhibition, % at 20 µM; hit rate 0.32% among 330,000;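 active = inhibition above about 40% at 20 µM, limit read from the data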;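 also: cells challenged with 10 nM apelin-13 agonist together with compound; plate controls were apelin-13 plus DMSO wells for no effect and DMSO wells lacking apelin-13 for full effect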
# CXCR6 inh = blocks human CXCR6 beta-arrestin recruitment; AID 602244; hit rate 0.36% among 360,000; CHO-K1 PathHunter CXCR6 beta-arrestin, luminescence; O00574; inhibition, % at 20 µM; in the data active = inhibition above about 34%, passing the limit was not always enough;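 also: antagonist mode with CXCL16 agonist at 10 nM final; 0% = 10 nM CXCL16 with DMSO and 100% = unstimulated wells without agonist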
# Target sequence (O00574 whole entry, looked up): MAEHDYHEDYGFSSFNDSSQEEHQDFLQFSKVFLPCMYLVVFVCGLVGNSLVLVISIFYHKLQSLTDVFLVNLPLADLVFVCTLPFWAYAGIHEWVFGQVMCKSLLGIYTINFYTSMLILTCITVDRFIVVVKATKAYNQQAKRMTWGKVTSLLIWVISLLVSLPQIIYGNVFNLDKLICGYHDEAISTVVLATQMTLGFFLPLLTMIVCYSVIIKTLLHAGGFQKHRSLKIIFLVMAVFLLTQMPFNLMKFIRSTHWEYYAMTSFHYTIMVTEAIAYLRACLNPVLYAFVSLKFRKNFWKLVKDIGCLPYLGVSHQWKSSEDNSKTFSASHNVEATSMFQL
# UPR CHOP act = apoptotic UPR (CHOP) activation | CHO-CHOP luciferase reporter, luminescence; percent of tunicamycin response over DMSO baseline | hit rate 0.34% among 330,000 | activation, % at 10 µM;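 active = at 10 µM dose, activation of 40% or more, normalized to positive control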;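 also: 100% = tunicamycin at 10 µg/mL and 0% = DMSO alone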
#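 System: CHO-CHOP luciferase reporter cell line; amount: 500 cells/well; buffer or medium: F12 medium containing 10% fetal bovine serum; incubation: 6 h compound exposure at 37 °C after overnight seeding; measured by: luciferase luminescence after 10 min with Steady-Glo reagent; evaluation: % reporter activation, DMSO baseline versus tunicamycin full activation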
# An asterisk follows results filed as active; / = no result given. An excerpt; the hit share may differ from the screen's.
SMILES,XBP1 UPR activ,tim10-1 inh,tim23-1 inh,Mdm2-MdmX inh,TIM10 inh,APJ agonist,APJ antag,CXCR6 inh,UPR CHOP act
COC(=O)c1ccc(NC(=O)CN2C(=O)CNC2=O)cc1,-1,9,-2,-20,4,-1,-1,-11,-1.2
CCc1nn(C(C)C(=O)NCc2ccc(Cl)cc2)c(=O)c2cc3occc3n12 (configuration not stated),-2,32,10,10,-29,-4,-26,-6,-1.0
COc1ccc(Oc2cccc(Cl)c2CNC(=O)c2ccccc2C(=O)O)cc1,-3,15,27,30,20,0,-6,9,-2.0
Cn1cnnc1SCC(=O)Nc1nc(-c2ccccc2)cs1,2,7,6,0,7,-1,-1,-2,-1.3
O=C1CCCC2=C1C(c1ccccc1)CC(=O)N2c1ccc(F)cc1F (configuration not stated),0,17,25,-18,32,-1,7,7,1.0
COc1cc(C(=O)Nc2ccc(NC(C)=O)cc2)ccc1OCc1ccccc1,-2,7,12,2,18,-6,-18,-6,-1.0
Cc1ccc(Cl)cc1N1CCN(C(=O)C2CCN(c3nnc(-n4cccc4)s3)CC2)CC1,-1,12,26,5,9,-2,17,8,1.1
COc1ccc(/C=C/C(=O)NC(=S)Nc2ccc(Br)cn2)cc1,12,3,-5,17,-6,-1,-9,13,1.2
COC(=O)C(C)N1CCC(=O)c2ccccc2S1(=O)=O (configuration not stated),-1,-7,2,-26,-1,6,-58,2,0.7
CCN(CC)C(=S)SC1CCCCN(C(=O)c2ccc(F)cc2)C1=O (configuration not stated),-1,16,9,-11,18,-3,-3,8,0.6
COCCSc1ccccc1C(=O)N1CCCC(C)C1 (configuration not stated),0,12,6,-2,2,-2,0,0,-2.9
C=CCN(Cc1cn(C)nc1-c1cccc(Cl)c1)C1CCS(=O)(=O)C1 (configuration not stated),-4,-4,17,-4,-2,0,4,4,-0.7
O=C(CSc1nc(=O)n(CCN2CCOCC2)c2c1CCCC2)Nc1cccc([N+](=O)[O-])c1,-1,11,-12,-11,8,-5,1,8,-0.8
COc1ccc(C2=NOC(C(=O)Nc3cc(C)on3)C2)cc1 (configuration not stated),-2,14,-14,6,-54,-2,10,5,-1.5
Cc1cc(C)c(S(=O)(=O)Nc2ccccn2)c(C)c1,-3,9,14,23,2,-1,-4,1,0.1
Cc1cccc(C(=O)Nc2c(C(=O)N(C)C)cnn2-c2ccccc2)c1,-5,2,15,-1,2,-2,12,-9,1.9
O=C(NCc1ccc2c(c1)OCO2)c1ccc(NS(=O)(=O)c2ccc3c(c2)OCCO3)cc1,0,-10,-1,18,-4,-2,-3,-6,1.1
CNC(=O)C(=O)NCC1OCCN1S(=O)(=O)c1ccc2c(c1)OCCO2 (configuration not stated),-3,4,7,-36,8,0,10,-6,1.3
Cc1cccc(C)c1NC(=S)N(Cc1ccccc1)Cc1cccnc1,-4,17,29,7,18,-2,-2,3,-1.7
COc1cc(C2c3c(oc4ccccc4c3=O)C(=O)N2c2ccc(C)cn2)ccc1O (configuration not stated),-1,26,17,-26,13,-4,0,2,0.1
CCOc1ccc(NC2CCN(C(C)=O)CC2)cc1,-1,7,8,-3,3,3,0,-12,0.0
CCOc1ccc(CN2CCN(Cc3nc4c(s3)CCCC4)CC2CCO)cc1 (configuration not stated),0,3,9,11,17,0,8,-3,-0.7
COc1ccc(Cl)cc1N(CC(=O)N(C)C)S(=O)(=O)c1ccc(C)c([N+](=O)[O-])c1,-1,7,9,-11,17,-3,14,-8,0.4
CCS(=O)(=O)N1CCCC(C(=O)NCc2ccccc2Cl)C1 (configuration not stated),12,10,11,-16,1,-4,-10,0,-0.6
Cc1nnc(NC(=O)CSc2nnc(Cc3cccn3C)n2-c2cccc(C(F)(F)F)c2)s1,-1,1,-4,3,1,-2,7,0,-0.5

# 3 of the entries above in order of their number in TIM10 inh, low to high:
molecule	XBP1 UPR activ	Mdm2-MdmX inh	TIM10 inh	APJ antag	CXCR6 inh
CCS(=O)(=O)N1CCCC(C(=O)NCc2ccccc2Cl)C1 (configuration not stated)	12	-16	1	-10	0
CCOc1ccc(NC2CCN(C(C)=O)CC2)cc1	-1	-3	3	0	-12
Cc1ccc(Cl)cc1N1CCN(C(=O)C2CCN(c3nnc(-n4cccc4)s3)CC2)CC1	-1	5	9	17	8

# (further entries)
SMILES,XBP1 UPR activ,tim10-1 inh,tim23-1 inh,Mdm2-MdmX inh,TIM10 inh,APJ agonist,APJ antag,CXCR6 inh,UPR CHOP act
C[C@@H]1C[C@H](Nc2ccccc2)c2ccccc2N1C(=O)c1cccnc1,-6,24,26,7,22,-1,18,0,-2.0
Nc1ncnc(Nc2ccccn2)c1[N+](=O)[O-],-2,-1,2,46,-12,-2,22,4,0.9
CCOc1ccccc1NC(=S)N1CCN(c2cccc(C)c2C)CC1,-4,18,35,39,5,-5,-10,-7,2.3
Cc1nn(Cc2ccc(Cl)c(Cl)c2)c(C)c1NC(=O)c1cc(-c2ccc3c(c2)OCO3)on1,13,27,19,34,18,3,-15,6,-0.2
COc1cccc(NC(=O)CS(=O)(=O)c2cn(CC(=O)N3CCOCC3)c3ccccc23)c1,0,-6,-9,8,-14,-5,-8,-1,2.2
COc1ccc(-n2nc(C(=O)NCC(=O)NC(C)C)c3ccccc3c2=O)cc1Cl,-2,12,6,9,5,-4,12,16,0.4
CN(CC(=O)N(CCO)Cc1ccccc1)S(=O)(=O)c1ccc2c(c1)c(=O)n(C)c(=O)n2C,-1,-13,-2,12,-6,-4,5,1,2.1
CCOC(=O)N1CCC(NC(=O)C2=CCN(S(=O)(=O)c3ccccc3)CC2)CC1,-2,10,22,8,4,-1,8,3,-0.6
Cc1cc(C)cc(N(C(=O)c2csnn2)C(C(=O)NC2CCCC2)c2cccnc2)c1 (configuration not stated),1,-15,3,-18,11,-3,12,-12,0.0
CCOc1ccc2ncc(C(=O)c3ccc(OC)cc3)c(N3CCN(CC)CC3)c2c1,0,19,13,-1,9,-5,11,-4,1.6
COc1cc2c(C(=O)O)c(C)n(-c3ccccc3)c2c2ccccc12,-2,10,12,0,-20,1,-7,0,6.1
Cc1cc(C)n(CCC(=O)N2CCCC(Nc3ccc(F)cc3)C2)n1 (configuration not stated),-4,8,15,11,1,-8,4,-7,-0.3
CCC(c1nnnn1CCOC)N1CCN(Cc2ccccc2)CC1 (configuration not stated),0,-9,0,8,1,0,14,3,-3.1
COc1ccc(NC(=O)CSCc2ccc([N+](=O)[O-])cc2)cc1OC,-7,-1,-2,22,-3,2,-26,0,-1.4
COc1ccc(-c2nc(CS(=O)(=O)CC(=O)NCCCN3CCOCC3)c(C)o2)cc1,0,2,5,5,6,5,28,-4,2.0
COc1ccc(S(=O)(=O)N2CCCC(C(=O)NCC3CCCO3)C2)cc1OC (configuration not stated),-7,-31,-7,19,12,2,13,-4,2.0
COc1ccc(C(=O)NNC2=C(C(=O)C(F)(F)F)CCC2)cc1,-1,14,18,68*,20,-5,5,0,2.1
C/C(=N/NC(=O)C1CC1(c1ccccc1)c1ccccc1)c1ccco1 (configuration not stated),-1,1,19,32,21,3,13,2,1.3
COc1ccc(CN(C(=O)/C=C/C(=O)c2ccc(OC)cc2O)C(C(=O)NC2CCCCC2)c2ccncc2)cc1 (configuration not stated),-1,23,44,-17,33,-5,9,5,1.5
O=C(CN1CCC(Cc2ccccc2)CC1)NCCc1ccc(F)cc1,0,14,1,18,-6,-2,5,1,-0.6
O=C1CSC(c2cn(-c3ccccc3)nc2-c2cccs2)N1Cc1ccccc1 (configuration not stated),-2,-6,0,17,-30,-2,5,/,-0.7
N#CC1(Cc2ccccc2)c2ccccc2C=CN1C(=O)c1ccccc1 (configuration not stated),1,22,21,-3,8,-3,5,6,-3.5
CCOc1ccc(-c2cc(N)n(S(=O)(=O)c3ccc(OC)cc3)n2)cc1,-4,-10,-13,30,-4,-2,0,3,3.6
Cc1c(NC(=O)c2c(N)sc3c2CCCC3)c(=O)n(-c2ccccc2)n1C,1,3,10,-6,9,1,-11,-8,0.0
Cc1cccc(N2CCN(S(=O)(=O)c3ccc4c(c3)CCN4C(=O)CCC(=O)O)CC2C)c1 (configuration not stated),4,10,-1,-1,8,-1,3,7,2.7

# Remaining list, next part:
SMILES,XBP1 UPR activ,tim10-1 inh,tim23-1 inh,Mdm2-MdmX inh,TIM10 inh,APJ agonist,APJ antag,CXCR6 inh,UPR CHOP act
Cc1nnc2sc(SCc3ccccc3)nn2c1=O,-3,16,8,18,-12,-1,-2,/,3.0
Cn1c(N2CCCC2)nc2c1c(=O)n(Cc1ccc(F)cc1)c(=O)n2C,1,27,23,38,27,-1,4,-1,1.5
Cc1ccc(/C=C/C(=O)OCC(=O)N(CC(C)C)c2c(N)n(Cc3ccccc3)c(=O)[nH]c2=O)o1,-1,1,5,2,-4,-2,9,3,1.0
CSc1ccc(/C=N/NC(=O)CN2CCN(Cc3ccccc3)CC2)cc1,1,0,17,5,8,-1,-9,-6,0.4
Cc1ccc(NC(=O)CN2CCCC2c2cccs2)cc1S(=O)(=O)N1CCCCC1 (configuration not stated),-1,19,24,46,7,-4,-5,13,-0.9
O=C(O)c1ccc(Nc2nc(-c3cccnc3)cs2)cc1,-6,4,-9,-9,-1,-4,11,-3,4.0
CCC(C)NC(=O)c1ccccc1NC(=O)C(C)N(c1ccccc1)S(C)(=O)=O (configuration not stated),-4,-8,8,22,9,-5,19,3,-1.9
Cc1ccccc1/C=C/C(=O)N1CCOCC1,0,8,17,-4,-2,-3,9,-4,-0.1
Cc1cc(OC(=O)c2ccc(F)cc2)c([N+](=O)[O-])c(=O)[nH]1,-8,-4,2,0,0,-3,10,4,1.4
O=C(C1CCC1)N1CCc2cc(S(=O)(=O)NCc3ccccn3)ccc21,-4,7,4,17,2,-5,10,-5,-0.8
CC(C)CN1C(=O)C(=O)N(CC(=O)N2c3ccccc3NC(=O)CC2C)C1=O (configuration not stated),-1,5,-1,-22,-1,2,4,-6,1.0
CCOC(=O)N1CCC(n2c(SCC(=O)NCCC3=CCCCC3)nc3ccccc3c2=O)CC1,6,21,25,21,21,-4,-7,7,3.3
COc1cc(OC)c(C2=Nc3ccc(Br)cc3C(c3ccccc3)N2CC(=O)NN)cc1OC (configuration not stated),3,6,3,9,9,-1,5,-2,-0.2
N=c1oc2ccccc2cc1C(=O)NCc1ccccc1,1,10,10,11,10,-8,-9,-6,3.5
C=CCOc1ccc(/C=C2\C(=N)N3N=C(S(=O)(=O)CC)SC3=NC2=O)cc1OC,-1,7,24,4,18,-1,6,0,-1.0

# Screening results: PubChem, Sanford-Burnham Center for Chemical Genomics
